D2 PAM = positive allosteric modulators of human D2 dopamine receptor; potentiation, % at 10 µM; hit rate 0.34% among 340,000; HEK293 T-REx D2, calcium flux, EC20 dopamine potentiation;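 active means potentiation over 3 SD above the plate norm, cut at about 30% in these data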; further: 0% is about no effect
Target sequence (P14416 whole entry, looked up): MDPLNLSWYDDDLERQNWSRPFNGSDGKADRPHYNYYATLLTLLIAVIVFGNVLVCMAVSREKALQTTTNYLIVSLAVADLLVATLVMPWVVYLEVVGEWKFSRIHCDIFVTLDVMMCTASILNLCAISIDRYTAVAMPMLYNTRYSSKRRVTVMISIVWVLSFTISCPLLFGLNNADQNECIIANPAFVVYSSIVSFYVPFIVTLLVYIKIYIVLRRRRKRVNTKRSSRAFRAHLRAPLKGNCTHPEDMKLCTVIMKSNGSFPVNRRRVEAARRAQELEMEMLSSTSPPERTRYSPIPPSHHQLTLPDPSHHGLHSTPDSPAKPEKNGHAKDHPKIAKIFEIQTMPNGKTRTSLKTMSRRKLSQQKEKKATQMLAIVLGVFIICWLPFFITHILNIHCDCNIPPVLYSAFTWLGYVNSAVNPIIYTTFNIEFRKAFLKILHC
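Cells plated with tetracycline inducer and held overnight at 30 C; calcium dye loaded 30–90 min at room temperature; baseline taken, compound added and read 180 s; EC20 dopamine then added and read 180 s.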
Vif-A3F inh = inhibitors of Vif-A3F interaction | AID 602313 | HeLa A3F-eYFP + Vif (tagged APOBEC3F with the HIV-1 protein that degrades it), YFP fluorescence increase | Potency, µM (titrated, usually from 46.1 µM), for inactives: at the top dose activity, negative = active | hit rate 0.2% among 390,000; further: potency means the concentration at half of the fitted maximal effect; % of control where 0% means no effect; nearly all actives have a fitted effect of over 65% in size
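HeLa cells stably expressing Vif plus C-terminally eYFP-tagged A3F were seeded, incubated overnight at 37 deg C, dosed with compound, incubated overnight again at 37 deg C. Yellow fluorescence (Ex 488/Em 500-530) reported blocked Vif-mediated A3F-eYFP degradation.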
D1 antagonist = antagonists of human D1 dopamine receptor; P21728; HEK293 TREx D1 cells, calcium flux, dopamine EC80; hits give low values; activity change, negative = inhibition, % at 10 µM; hit rate 3.2% among 360,000; AID 504652; in the data active means activity change below about -30%; further: on the % scale 0 is the no-effect control and ±100 the full control effect
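Calcium flux readout: force-coupled, inducible Hek293 Trex D1 line, cells induced overnight at 30 C with tetracycline, dye-loaded 30–90 min at RT. Antagonism scored against EC80 dopamine challenge given 180 s after compound.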
Vif-A3G inh = Vif-A3G binding inhibition | Potency, µM (highest dose often 46.1 µM), without a hit: top-dose activity, negative = active, most hits filed as inhibitors | hit rate 0.076% among 410,000 | HeLa A3G-eYFP + Vif (tagged APOBEC3G with the HIV-1 protein that degrades it), YFP fluorescence, overnight | Q9HC16;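 further: potency means the concentration at half of the fitted maximal effect; on the % scale 0 is the no-effect control and ±100 the full control effect; nearly all actives have a fitted effect of over 60% in size; hits raise eYFP signal because A3G escapes Vif-driven loss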
Target sequence (Q9HC16 whole entry, looked up): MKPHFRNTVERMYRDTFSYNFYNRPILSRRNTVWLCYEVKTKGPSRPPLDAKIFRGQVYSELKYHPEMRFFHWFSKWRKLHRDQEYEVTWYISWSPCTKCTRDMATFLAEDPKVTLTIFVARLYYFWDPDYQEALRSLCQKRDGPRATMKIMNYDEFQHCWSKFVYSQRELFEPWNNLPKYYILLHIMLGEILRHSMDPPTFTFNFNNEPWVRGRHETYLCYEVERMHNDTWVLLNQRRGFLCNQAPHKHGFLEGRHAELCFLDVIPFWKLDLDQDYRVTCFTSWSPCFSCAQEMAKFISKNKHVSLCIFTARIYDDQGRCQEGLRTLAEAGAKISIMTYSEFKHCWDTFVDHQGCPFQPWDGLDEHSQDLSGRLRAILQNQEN
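Read-out is eYFP fluorescence (Ex 488/Em 500-530) from Vif-expressing HeLa A3G-eYFP cells; more signal means A3G escaped Vif-mediated degradation. Cells plated overnight, compound pinned in, incubated overnight at 37 deg C.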
Glioma ERSR ind = ER stress response induction in glioma | U87-MG GRP78 promoter luciferase reporter, 16 h | Potency, µM, for the others: top-dose activation, hits mostly activators | hit rate 0.02% among 420,000 | AID 602332; further: potency means the concentration at half of the fitted maximal effect; series mostly up to about 76 µM; % of control where 0% means no effect; nearly all actives have a fitted effect of over 35% in size
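Stably transfected U87-MG human glioma cells carrying a GRP78-based luminescent sensor were seeded at 1000 cells/well, pin-dosed with compounds and incubated 16 h. Luciferase reagent was then added, and end-point luminescence was read after 10 min at room temperature.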
D1 agonist = agonists of human D1 dopamine receptor | P21728 | HEK293 T-REx D1 cells, calcium flux, agonist mode | activation, % at 2 µM | hit rate 1% among 360,000; in the data active means activation above about 30%; further: 0% is about no effect
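Agonism was scored from calcium flux recorded over 180 s (1 read/s) after pintool compound addition, following a 10-cycle baseline. Cells were inducible force-coupled HEK293 TREx D1, plated overnight at 30 C and loaded with no-wash calcium dye.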
LDHA inh = LDHA (human) enzyme inhibition | AID 1347041 | activity change, % (values are at about 110 or 230 µM) | P00338 | hit rate 0.15% among 480,000 | purified LDHA, NADH/diaphorase-resazurin fluorescence; hits give low values; in the data active means activity change below about -30%; inconclusive means mostly about -25% to -30%;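 further: plate controls were DMSO wells for no effect and wells without enzyme for full effect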
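Resorufin fluorescence (ex540/em590), read at 0 and 20 min after diaphorase/resazurin addition, reports the NADH left after a 5 min room-temperature reaction of 2 nM human LDH5 with 0.06 mM NADH and 0.2 mM pyruvate.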
D1 potentiator = enhances dopamine response at the human D1 receptor. P21728. HEK293 TREx D1 cells, calcium flux, dopamine EC20 potentiation. potentiation, % at 10 µM. hit rate 0.036% among 360,000; in the data active means potentiation above about 30%; further: 0% is about no effect
RXFP1 ag = RXFP1 (human) receptor agonism; Potency, µM (titrated, usually from 57.5 µM), without a hit: at the highest dose activation, usual class: activators; HEK293T-RXFP1 cAMP TR-FRET, 30 min; response scale: percent of porcine relaxin response, buffer zero; hit rate 0.3% among 370,000; Q9HBX9; further: potency means the concentration at half of the fitted maximal effect; on the % scale 0 is the no-effect control and ±100 the full control effect; nearly all actives have a fitted effect of over 60% in size; many of its hits are not listed in these tables
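Agonist response is measured as cAMP accumulation in an RXFP1-transfected HEK293T line under PDE4 inhibition. Values are scaled between buffer-only and 29 nM porcine relaxin, and EC50s come from standard Hill equation fits.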
* hit, by the source's call; ? = inconclusive; · = no result given; & = joins results of further samples. Unless noted, the call rests on the fitted dose curve; in most records, active means well fitted curve in the direction sought with a large enough effect; inconclusive means small, poorly fitted or top-dose-only effect, or another doubt; inactive means no such curve, though single readings can be large; an effect the other way counts as inactive or inconclusive. Some of the compounds tested; the hit share may differ from the screen's.

1	Cc1ncc(CO)c2cc(S(=O)(=O)c3ccc(F)cc3)c(=O)oc12
2	COC(=O)CS(=O)(=O)c1ccsc1C(=O)Nc1ccc(F)c(F)c1
3	COc1ccccc1NS(=O)(=O)c1ccc(C(=O)N2CCN(c3ccccc3O)CC2)cc1
4	Cc1cc(NC(=O)CCC(=O)N(Cc2ccco2)C2(C(=O)NC3CCCC3)CCCCC2C)no1 (centres undefined)
5	CC(C)CN(C)C(=O)CCc1nnc(Cc2ccc(-c3ccccc3)cc2)o1
6	CCCCC(O)(CCCC)C(=O)NN(C(=O)c1cccnc1Cl)c1ccccc1

assay / compound,1,2,3,4,5,6
D1 potentiator,-3,-7,-2,-7,-1,6
D1 antagonist,-1,1,-4,-12,-14,-6
D1 agonist,1,2,8,1,12,0
Vif-A3F inh,-5%,7%,-5%,-3%,2%,6%
Glioma ERSR ind,11%,-4%,-3%,-2%,3%,-4%
D2 PAM,4,13,11,14,11,8
RXFP1 ag,0.4%,-0.8%,2.4%,-1.8%,-1.6%,2.7%
Vif-A3G inh,2%,2%,-3%,9%,1%,6%
LDHA inh,-2,3,1,-4,-3,2

7	CCN(Cc1nc2ccccc2c(=O)[nH]1)Cc1cc(=O)oc2cc(C)c(C)cc12
8	CC1CN(C(=S)NC(=O)c2ccc([N+](=O)[O-])cc2)CC(C)O1 (centres undefined)
9	COc1ccc(NC(=O)c2ccc(OC(=S)N(C)c3ccc(OC)cc3)cc2)cc1
10	CCN(CC)c1cc(C)c2cc(NC(=O)c3ccccc3Cl)ccc2n1
11	O=C(Cn1cnc2c(cnn2-c2ccccc2)c1=O)N1CCOCC1
12	CN(CC(=O)Nc1ccc(Cl)cc1)C(=O)CNC(=O)c1ccc2ccccc2c1

assay / compound,7,8,9,10,11,12
D1 potentiator,·,-6,-5,-2,4,-3
D1 antagonist,·,11,-24,-14,-9,-29
D1 agonist,·,3,3,0,3,2
Vif-A3F inh,4%,1%,3%,-13%,2%,5%
Glioma ERSR ind,-2%,-5%,-5%,-1%,1%,-2%
D2 PAM,·,-2,-6,5,8,-2
RXFP1 ag,·,0.2%,-0.2%,-1.1%,0.4%,0.3%
Vif-A3G inh,-2%,1%,-16%,-1%,-6%,-1%
LDHA inh,0&2,2,-5,-1,-1,-12

Full records from above. Order of values: D1 potentiator | D1 antagonist | D1 agonist | Vif-A3F inh | Glioma ERSR ind | D2 PAM | RXFP1 ag | Vif-A3G inh | LDHA inh
COc1ccc(NC(=O)c2ccc(OC(=S)N(C)c3ccc(OC)cc3)cc2)cc1 is entered as -5 | -24 | 3 | 3% | -5% | -6 | -0.2% | -16% | -5
CCN(Cc1nc2ccccc2c(=O)[nH]1)Cc1cc(=O)oc2cc(C)c(C)cc12 is entered as · | · | · | 4% | -2% | · | · | -2% | 0&2
CN(CC(=O)Nc1ccc(Cl)cc1)C(=O)CNC(=O)c1ccc2ccccc2c1 is entered as -3 | -29 | 2 | 5% | -2% | -2 | 0.3% | -1% | -12
O=C(Cn1cnc2c(cnn2-c2ccccc2)c1=O)N1CCOCC1 is entered as 4 | -9 | 3 | 2% | 1% | 8 | 0.4% | -6% | -1

Going on with the list:
13	CC(NC(=O)c1cccnc1)C(=O)N1CCCCC1 (centres undefined)
14	Cc1csc2ncnc(N3CCN(C(=S)Nc4ccc(C(F)(F)F)cc4)CC3)c12
15	CC(C)c1nc(SCC(=O)Nc2ccc(C(=O)O)cc2)c2c3c(sc2n1)CCCC3
16	O=C(NCCC(=O)N(CCc1ccccc1)Cc1ccccc1)c1ccc(Br)cc1
17	C/C(=C\C(=S)Nc1ccccc1)Nc1ccc2ccccc2c1
18	O=C(NNC(=O)c1ccccc1O)c1ccc(Br)cc1

assay / compound,13,14,15,16,17,18
D1 potentiator,-5,-4,-9,-2,-4,1
D1 antagonist,-20,-5,-9,-8,5,4
D1 agonist,2,15,13,11,-1,4
Vif-A3F inh,1%,0%,-10%,3%,-1%,0%
Glioma ERSR ind,-5%,-1%,0%,-3%,1%,0%
D2 PAM,6,-7,3,-13,-15,13
RXFP1 ag,-1.5%,7.8%,2.0%,1.4%,-1.2%,-1.5%
Vif-A3G inh,2%,-5%,0%,1%,0%,-5%
LDHA inh,-1,-6,-2,0,18,0

19	COc1cc(NC(=O)Cc2cccs2)ccc1-n1cnnn1
20	O=C(Cc1cccs1)NNC(=O)C12CC3CC(CC(C3)C1)C2
21	CC1(C)Cc2noc(N)c2C(C)(C)N1OC(=O)c1scc2c1OCCO2
22	COc1ccccc1OCCNC(=O)CNC(=O)c1ccc(C(C)(C)C)cc1
23	CCCN1CCN(C(=O)CCn2c(=O)c3cccn3c3cccnc32)CC1
24	CN1CCc2c(sc(NC(=O)c3ccc([N+](=O)[O-])o3)c2C(N)=O)C1

assay / compound,19,20,21,22,23,24
D1 potentiator,-5,-1,2,0,-7,4
D1 antagonist,-6,-5,9,12,-21,14
D1 agonist,-2,0,5,-1,4,1
Vif-A3F inh,2%,19%,-7%,-6%,1%,-10%
Glioma ERSR ind,-4%,0%,-6%,2%,-2%,-14%
D2 PAM,-10,15,-6,0,-7,-19
RXFP1 ag,1.6%,-2.1%,2.5%,-4.1%,5.7%,-1.5%
Vif-A3G inh,0%,-2%,1%,-19%,5%,?
LDHA inh,0,-16,-6,0,-6,5

25	CCn1c(CC(=O)Nc2ccc(C)cc2)n[nH]c1=S
26	COc1ccc(CNc2nc3ccccc3n2Cc2ccccc2)cc1OC
27	CC1(C)CC2CC(C)(CN2C(=O)C23CCC(C)(C(=O)C2)C3(C)C)C1 (centres undefined)
28	CCCCCC(=O)NN1C(=S)N(c2ccc(OC)cc2)C(=O)C1CC(=O)Nc1ccccc1 (centres undefined)
29	COC(C(=O)Nc1ccnn1C1CCN(C(=O)c2cccc(F)c2)CC1)c1ccccc1 (centres undefined)
30	Cc1ccccc1Cn1cc(NC(=O)c2cc(-c3cccs3)on2)cn1

assay / compound,25,26,27,28,29,30
D1 potentiator,4,-9,1,-4,-9,-5
D1 antagonist,-11,-3,-14,-9,4,1
D1 agonist,4,8,4,3,1,3
Vif-A3F inh,0%,-3%,4%,10%,1%,2%
Glioma ERSR ind,-1%,-8%,-4%,-5%,4%,-1%
D2 PAM,-11,-4,15,-6,-5,0
RXFP1 ag,1.1%,3.3%,-0.7%,-1.7%,0.2%,7.4%
Vif-A3G inh,2%,1%,1%,0%,-3%,-4%
LDHA inh,-2,-5,0,-20,-7,1

31	CCN1CCN(C(=S)Nc2cccc(Cl)c2)CC1
32	CCCc1cc(=O)oc2c(C)c(OCC(=O)NCCCN3CCOCC3)ccc12
33	O=C(Nc1ccc2oc(Cc3ccc(Cl)cc3)nc2c1)c1cccnc1
34	COc1ccc(C(C)=O)cc1COC(=O)CSCC(=O)Nc1ccc(C)cc1
35	CCCCN(C(C)=O)c1ccc2c(c1)C1CC2CCN1Cc1ccccc1 (centres undefined)
36	O=C(O)C/C(=C\c1ccc(Cl)cc1)c1nc2ccccc2o1

assay / compound,31,32,33,34,35,36
D1 potentiator,-6,-1,-5,0,·,3
D1 antagonist,·,-3,-3,2,·,-5
D1 agonist,0,6,5,1,·,0
Vif-A3F inh,2%,5%,0%,9%,-12%,12%
Glioma ERSR ind,-4%,-3%,-6%,-3%,1%,-2%
D2 PAM,·,-1,5,-27,·,-3
RXFP1 ag,0.4%,3.8%,0.4%,0.6%,·,5.2%
Vif-A3G inh,0%,3%,?,1%,-3%,0%
LDHA inh,-6,-2&-11,-2,-1,?,-6

37	Nc1nc(C23CC4CC(CC(C4)C2)C3)[nH]c(=O)n1
38	COc1cc2c(cc1OC)C(COc1ccccc1OC)N(C(=O)COc1ccc(Cl)cc1)CC2 (centres undefined)
39	COc1ccc(-n2nc3cc(C)c(NC(=O)CC(C)C)cc3n2)cc1
40	Cc1ccc(Nc2cc(C)c3c(O)cccc3n2)cc1C
41	Cc1cc(=O)oc2cc(N3C(=O)CC(Cc4ccccc4)C3=O)ccc12 (centres undefined)
42	CCOc1ccc(NS(=O)(=O)c2ccc(NC(=S)NC(C)=O)cc2)cc1

assay / compound,37,38,39,40,41,42
D1 potentiator,8,-1,-8,-18,4,-5
D1 antagonist,2,10,0,-49*,-10,-11
D1 agonist,5,1,3,35*,2,95*
Vif-A3F inh,0%,3%,·,-8%,-3%,3%
Glioma ERSR ind,-1%,-1%,·,?,0%,1%
D2 PAM,0,7,-4,-15,15,6
RXFP1 ag,2.5%,2.5%,0.7%,-1.1%,0.1%,0.9%
Vif-A3G inh,-1%,-3%,·,2%,-12%,1%
LDHA inh,-6,2,·,-7,-4,-4

43	CCOc1ccc2oc(C(=O)N3CCN(c4ccccc4OCC)CC3)c(C)c2c1
44	CCOC(=O)C1=C(C)NC2=C(C(=O)CC(C)(C)C2)C1c1ccc2c(c1)CCCN2C (centres undefined)
45	CS(=O)(=O)N1CCN(c2ccccc2NC(=O)Cc2ccc(Cl)cc2)CC1
46	COc1ccc(-c2cc3c(=O)n(CC(=O)NCCN4CCCC4)nc(C)n3n2)cc1
47	CCCCN(C)CCNC(=O)c1c(C)oc2ncnc(N3CCOCC3)c12

assay / compound,43,44,45,46,47
D1 potentiator,-5,0,-6,0,2
D1 antagonist,-10,5,-10,8,-7
D1 agonist,3,4,2,1,1
Vif-A3F inh,-3%,-5%,7%,-4%,1%
Glioma ERSR ind,-4%,-2%,-1%,-2%,-2%
D2 PAM,10,15,·,2,6
RXFP1 ag,0.6%,2.2%,1.3%,-1.0%,-0.7%
Vif-A3G inh,1%,-2%,-8%,0%,10%
LDHA inh,-3,1,-2,-3,2
